Source: PubChem
DNMT1 block – human DNMT1 methyltransferase inhibitors, primary screen, biochemical, molecular beacon, fluorescence, HinP1I cleavage, uHTS | DNA (cytosine-5)-methyltransferase 1 (Homo sapiens), P26358 | inhibition (reported as % activation of signal), % at 10 µM | 360,000 compounds, 0.83% hits | AID 588458, 2011; in the data active = inhibition above about 50%
CendR NRP1 mod – modulators of CendR peptide binding to NRP-1, primary screen, biochemical, fluorescence polarization, uHTS | AID 602438, 2012 | FAM-RPARPAR peptide binding to NRP-1 | inhibition, % at 25 µM | 360,000 compounds, 0.85% hits;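 active = inhibition or corrected inhibition above about 18%, plus a signal ratio from 0.5 to 1.5, limit read from the data, passing the limit was not always enough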; note: strong numbers were not always called active
Target sequence (O14786 whole entry, looked up): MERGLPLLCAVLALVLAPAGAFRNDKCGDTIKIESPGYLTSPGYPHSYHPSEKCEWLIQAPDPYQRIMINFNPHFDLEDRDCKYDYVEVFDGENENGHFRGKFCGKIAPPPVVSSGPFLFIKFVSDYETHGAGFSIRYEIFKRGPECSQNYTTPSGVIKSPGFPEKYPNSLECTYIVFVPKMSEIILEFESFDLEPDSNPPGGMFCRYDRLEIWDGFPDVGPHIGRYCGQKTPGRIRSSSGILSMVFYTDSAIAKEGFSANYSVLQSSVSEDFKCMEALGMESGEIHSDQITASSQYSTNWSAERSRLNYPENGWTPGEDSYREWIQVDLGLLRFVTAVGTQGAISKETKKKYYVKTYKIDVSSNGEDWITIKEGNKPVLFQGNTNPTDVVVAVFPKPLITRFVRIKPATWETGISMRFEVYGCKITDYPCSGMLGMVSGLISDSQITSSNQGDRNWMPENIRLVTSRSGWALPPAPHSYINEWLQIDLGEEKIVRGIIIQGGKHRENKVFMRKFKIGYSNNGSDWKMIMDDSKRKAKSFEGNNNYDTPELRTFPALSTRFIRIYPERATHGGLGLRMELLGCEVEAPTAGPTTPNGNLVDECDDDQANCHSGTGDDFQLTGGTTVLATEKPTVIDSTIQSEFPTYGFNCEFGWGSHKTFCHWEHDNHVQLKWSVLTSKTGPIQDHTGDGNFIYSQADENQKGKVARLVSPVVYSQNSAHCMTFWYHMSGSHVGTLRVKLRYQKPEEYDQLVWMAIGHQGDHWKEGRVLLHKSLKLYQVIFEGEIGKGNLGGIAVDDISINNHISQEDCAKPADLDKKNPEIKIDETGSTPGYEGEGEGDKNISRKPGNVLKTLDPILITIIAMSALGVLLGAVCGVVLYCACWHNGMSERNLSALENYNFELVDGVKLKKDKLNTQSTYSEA
MsrA act – bovine MsrA enzyme activators, primary screen, biochemical, absorbance, HTS. activation, % at 10.6 µM. purified bovine MsrA, absorbance read-out. 360,000 compounds, 0.3% hits. Methionine sulfoxide reductase A (Bos taurus); in the data active = activation above about 7.5%;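 note: 0% = vehicle and 100% = reference activator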
TbMetRS inhib – T. brucei MetRS inhibitors, primary screen, biochemical, luminescence | methionyl-tRNA synthetase (Trypanosoma brucei brucei) | purified T. brucei MetRS, ATP depletion, Kinase-Glo luminescence | inhibition, % at 11.9 µM | 360,000 compounds, 0.4% hits;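 active = inhibition above a per-plate cutoff of the control wells' mean inhibition plus 3 SD, cut at about 5.5% in these data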;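 note: 0% = DMSO wells median and 100% = median of wells with control inhibitor compound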
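Material: T. brucei methionyl-tRNA synthetase, purified; reagent: substrates ATP, L-methionine and bulk Escherichia coli tRNA; dosing: 11.9 µM single point; timing: 15 min plus 2 h at 25 °C; detection: luminescence of leftover ATP; evaluation: % inhibition; control set: DMSO-only wells as low control; replicates: singlicate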
SUMO1 PPI mod – modulators of SUMO1 protein-protein interactions, primary screen, biochemical, uHTS. Small ubiquitin-related modifier 1 (Homo sapiens), P63165. SUMO1 binding to a labelled peptide, TR-FRET, 1 h. inhibition, % at 20 µM. 360,000 compounds, 0.33% hits; in the data active = inhibition above about 37%
Target sequence (P63165 whole entry, looked up): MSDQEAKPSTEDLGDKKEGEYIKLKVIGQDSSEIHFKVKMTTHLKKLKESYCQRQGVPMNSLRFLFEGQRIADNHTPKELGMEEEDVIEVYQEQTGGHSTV
eLon inh – inhibitors of E. coli Lon protease, primary screen, biochemical, fluorescence polarization. P0A9M0. purified E. coli Lon protease. 360,000 compounds, 0.42% hits. inhibition, % at 7.94 µM; in the data active = inhibition above about 13%, passing the limit was not always enough;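 note: 0% = enzyme with probe and DMSO and 100% = no enzyme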
LMPTP inh – LMPTP phosphatase inhibitors, primary screen, biochemical, fluorescence intensity, uHTS; inhibition, % at 20 µM; AID 651560, 2012; 360,000 compounds, 0.22% hits; Low molecular weight phosphotyrosine protein phosphatase (Homo sapiens), P24666; recombinant LMPTP-A, OMFP fluorogenic substrate;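 active = compounds that cut the enzyme signal by at least half of the control window in the single-dose screen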;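 note: plate controls were DMSO wells with enzyme plus substrate for no effect and substrate without enzyme for full effect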
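Test system: LMPTP-A phosphatase enzyme. Amount: LMPTP-A at 0.625 nM final in the reaction. Reagent: OMFP substrate, 400 µM final. Times: 50 min at room temperature. Signal: endpoint fluorescence intensity from OMFP dephosphorylation. Read-out basis: % inhibition. Benchmarks: no-enzyme and uninhibited controls.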
MsrA inh – bovine MsrA enzyme inhibitors, primary screen, biochemical, absorbance, HTS; Methionine sulfoxide reductase A (Bos taurus); purified bovine MsrA, absorbance read-out; inhibition, % at 15.5 µM; 360,000 compounds, 0.75% hits; in the data active = inhibition above about 4.5%;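 note: 0% = vehicle wells with enzyme and 100% = reference inhibitor wells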
Scp1 inh – Scp-1 phosphatase inhibitors, primary screen, biochemical, colorimetric, uHTS; Carboxy-terminal domain RNA polymerase II polypeptide A small phosphatase 1 (Homo …; Recombinant Scp1, phosphopeptide, malachite green phosphate absorbance; inhibition, % at 20 µM; 340,000 compounds, 0.88% hits; AID 493091, 2011;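 active = inhibition above about 50% at 20 µM, limit read from the data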;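 note: plate controls were DMSO wells with enzyme for no effect and wells lacking enzyme for full effect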
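System: truncated SCP-1 phosphatase (76-261aa); medium: Tris acetate buffer pH 5.5 with MgCl2 and Tween-20; incubation: 45 min room-temperature reaction, 5 min colour, 30 min stabiliser; compound: single 20 µM dose, 1% DMSO; reagent: Phosphorylated 17-residue peptide substrate; read-out: % inhibition at 20 µM; technique: colorimetric free-phosphate detection, absorbance 630 nm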
STEP inh – STEP phosphatase inhibitors, primary screen, biochemical, fluorescence intensity, uHTS | Tyrosine-protein phosphatase non-receptor type 5 (Homo sapiens), P54829 | recombinant STEP, OMFP fluorogenic substrate | inhibition, % at 20 µM | 360,000 compounds, 0.25% hits | AID 588621, 2011;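 active = inhibition at 20 µM, scaled per plate between control wells, above about 37%, limit read from the data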;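 note: 0% = DMSO with enzyme and substrate and 100% = substrate only without enzyme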
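System: isolated STEP enzyme; schedule: 20 min enzyme reaction at room temperature, protected from light; medium: Bis-Tris buffer pH 6.0, 2.5 mM DTT, 0.005% Tween 20; signal: fluorescence, 480/540 nm; dosing: single compound dose of 20 µM, 1% DMSO final; also added: OMFP substrate, 25 µM final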
Active calls of the source: *. An unsorted share of the library; about 4.3% have a hit in one of these screens.

`CCOc1ncccc1C(=O)OCC(=O)Nc1cc(C(C)(C)C)ccc1OC` gave DNMT1 block 3, CendR NRP1 mod 4, MsrA act -3, TbMetRS inhib -0.4, SUMO1 PPI mod -2, eLon inh 1, LMPTP inh 2.9, MsrA inh -0.9, Scp1 inh -8 and STEP inh 2.
For CCCNC(=O)C1CN(S(=O)(=O)c2ccc(C)cc2)c2ccccc2O1 (centres undefined) the results were DNMT1 block -2, CendR NRP1 mod 0, MsrA act -1, TbMetRS inhib 0.3, SUMO1 PPI mod -4, eLon inh 2, LMPTP inh 0.9, MsrA inh 0.6, Scp1 inh -6 and STEP inh 1.
Cc1ccc(C)c(N2CCN(C(=O)CCc3nc(-c4ccc(Cl)cc4)no3)CC2)c1 was read as DNMT1 block -1, CendR NRP1 mod -15, MsrA act -1, TbMetRS inhib -0.3, SUMO1 PPI mod -3, eLon inh -2, LMPTP inh 5.6, MsrA inh -0.5, Scp1 inh 4 and STEP inh 2.
For COc1cccc(CN(C)C(=O)Nc2cccc(C(F)(F)F)c2)c1OC the results were DNMT1 block -1, CendR NRP1 mod -7, MsrA act -12, TbMetRS inhib -1.3, SUMO1 PPI mod -2, eLon inh 3, LMPTP inh -1.3, MsrA inh -0.9, Scp1 inh -4 and STEP inh -2.
Screening CC1CCCC(NC(=O)c2ccc3c(c2)NC(=O)CS3)C1C (centres undefined) returned DNMT1 block 1, CendR NRP1 mod 3, MsrA act -3, TbMetRS inhib 0.6, SUMO1 PPI mod -3, eLon inh -4, LMPTP inh -0.2, MsrA inh -0.7, Scp1 inh -9 and STEP inh 1.
O=C1C=C(NC(=O)Nc2ccc(Cl)c(Cl)c2)CCC1 was read as DNMT1 block -3, CendR NRP1 mod 4, MsrA act -3, TbMetRS inhib -0.4, SUMO1 PPI mod -4, eLon inh -6, LMPTP inh 1.6, MsrA inh -0.3, Scp1 inh -9 and STEP inh -2.
`CCCC(c1nnnn1CC(=O)OCC)N(Cc1cc2c(C)cc(C)cc2[nH]c1=O)C1CCCC1` (centres undefined) gave DNMT1 block -4, CendR NRP1 mod 5, MsrA act -7, TbMetRS inhib -0.8, SUMO1 PPI mod 1, eLon inh -4, LMPTP inh 0.2, MsrA inh 0.3, Scp1 inh 4 and STEP inh 5.
`O=C(NCC(c1ccco1)N1CCCC1)c1ccc(Cl)c(S(=O)(=O)N2CCc3ccccc32)c1` (centres undefined) gave DNMT1 block -19, CendR NRP1 mod -23, MsrA act -7, TbMetRS inhib -0.4, SUMO1 PPI mod 2, eLon inh -11, LMPTP inh 0.1, MsrA inh 0.6, Scp1 inh 3 and STEP inh 0.
`CCN1C(=O)C2(C(C(=O)c3ccc(C)o3)=C(O)C(=O)N2CCCN(C)C)c2ccccc21` (centres undefined) gave DNMT1 block -2, CendR NRP1 mod 3, MsrA act -4, TbMetRS inhib 0.4, SUMO1 PPI mod 0, eLon inh -2, LMPTP inh -2.8, MsrA inh 1.9, Scp1 inh -4 and STEP inh 0.
Screening CCOCCOC(=O)C(C)Sc1n[nH]c(=O)[nH]c1=O (centres undefined) returned DNMT1 block 1, CendR NRP1 mod 11, MsrA act -2, TbMetRS inhib -0.6, SUMO1 PPI mod -2, eLon inh -10, LMPTP inh -2.8, MsrA inh 0.9, Scp1 inh 0 and STEP inh 2.
Screening COc1ccccc1-c1c(C#N)c(N)nc2c1CCC2 returned DNMT1 block 0, CendR NRP1 mod 1, MsrA act -2, TbMetRS inhib -0.6, SUMO1 PPI mod 1, eLon inh -3, LMPTP inh -0.9, MsrA inh 0.1, Scp1 inh 10 and STEP inh 0.
Cc1nn(CC(=O)Nc2nnc(CC(=O)N3CCCC3)s2)c(=O)c2ccccc12 was read as DNMT1 block -1, CendR NRP1 mod -12, MsrA act -5, TbMetRS inhib -1.0, SUMO1 PPI mod 3, eLon inh 1, LMPTP inh -1.5, MsrA inh 0.4, Scp1 inh -2 and STEP inh 0.
CCn1c(CSc2nc3ccccc3s2)nnc1SCC(=O)c1ccc2c(c1)OCCO2 was read as DNMT1 block -6, CendR NRP1 mod -6, MsrA act -2, TbMetRS inhib -0.3, SUMO1 PPI mod -5, eLon inh 0, LMPTP inh 3.1, MsrA inh 0.1, Scp1 inh 1 and STEP inh 4.
CC(=O)Nc1ccccc1-c1nc2ccc(C(=O)N3CCN(c4cccc(C)c4)C(C)C3)cc2[nH]c1=O (centres undefined) was read as DNMT1 block -4, CendR NRP1 mod -1, MsrA act -3, TbMetRS inhib 0.2, SUMO1 PPI mod -12, eLon inh 2, LMPTP inh -0.2, MsrA inh 1.3, Scp1 inh 4 and STEP inh 3.
For O=C1c2nccnc2C(=O)N1c1ccc(F)cc1 the results were DNMT1 block 2, CendR NRP1 mod -2, MsrA act -3, TbMetRS inhib -0.8, SUMO1 PPI mod -3, eLon inh 8, LMPTP inh -1.7, MsrA inh 0.4, Scp1 inh 4 and STEP inh 0.
For COc1ccc(CNC(=O)C2CC(c3ccc(C(F)(F)F)cc3)=NO2)cc1 (centres undefined) the results were DNMT1 block 33, CendR NRP1 mod 10, MsrA act -1, TbMetRS inhib -0.2, SUMO1 PPI mod 6, eLon inh -1, LMPTP inh -1.9, MsrA inh 0.4, Scp1 inh 2 and STEP inh 4.
`CC12COC3(C(=O)Nc4nccs4)CC1CCC32C` (centres undefined) gave DNMT1 block -3, CendR NRP1 mod -3, MsrA act -1, TbMetRS inhib -0.3, SUMO1 PPI mod 1, eLon inh -5, LMPTP inh -3.3, MsrA inh -1.2, Scp1 inh -4 and STEP inh -2.
COC(=O)c1ccc(OC(=O)CCc2cc(OC)c(OC)c(OC)c2)cc1 was read as DNMT1 block 5, CendR NRP1 mod 15, MsrA act 0, TbMetRS inhib -0.3, SUMO1 PPI mod 0, eLon inh -6, LMPTP inh 0.7, MsrA inh 1.6, Scp1 inh -1 and STEP inh -2.
Screening CC(=O)Nc1ccc(Nc2c([N+](=O)[O-])c(=O)n(-c3ccccc3)c3ccccc23)cc1 returned DNMT1 block 6, CendR NRP1 mod -9, MsrA act -3, TbMetRS inhib -0.9, SUMO1 PPI mod -1, eLon inh 3, LMPTP inh 15, MsrA inh 0.2, Scp1 inh -5 and STEP inh -1.
For CCCCN(C)CCCNC(=O)C1(O)c2ccccc2NC(=O)N1c1ccc(Cl)cc1 (centres undefined) the results were DNMT1 block 0, CendR NRP1 mod -3, MsrA act -2, TbMetRS inhib -0.4, SUMO1 PPI mod 1, eLon inh -5, LMPTP inh -3.7, MsrA inh 1.7, Scp1 inh -7 and STEP inh -2.
`CCCn1c(NCc2cccc(OC)c2OC)nc2ccccc21` gave DNMT1 block 3, CendR NRP1 mod 0, MsrA act -5, TbMetRS inhib -1.0, SUMO1 PPI mod 3, eLon inh 0, LMPTP inh 4.6, MsrA inh 0.4, Scp1 inh 0 and STEP inh 1.
`Cc1ccccc1C(=O)N/N=C/c1ccc(OCC(=O)N2CCCCC2)cc1` gave DNMT1 block 6, CendR NRP1 mod 8, MsrA act -12, TbMetRS inhib -0.7, SUMO1 PPI mod -5, eLon inh 1, LMPTP inh -1.2, MsrA inh -0.6, Scp1 inh 3 and STEP inh 1.
`CCCC(=O)NC(=S)N1CCN(c2ccc([N+](=O)[O-])cc2)CC1` gave DNMT1 block 0, CendR NRP1 mod 6, MsrA act -5, TbMetRS inhib -0.1, SUMO1 PPI mod -24, eLon inh -7, LMPTP inh -1.3, MsrA inh -1.3, Scp1 inh -8 and STEP inh 4.
COc1ccc(C(=O)NCc2nnc(SCC(=O)Nc3cc(OC)ccc3OC)o2)cc1 was read as DNMT1 block 0, CendR NRP1 mod 4, MsrA act -11, TbMetRS inhib 0.1, SUMO1 PPI mod 5, eLon inh -2, LMPTP inh 1.3, MsrA inh -0.3, Scp1 inh 23 and STEP inh -1.
`O=C1CN2NC(=S)N(c3ccc(Cl)cc3)C2=CN1c1ccc(Cl)cc1` gave DNMT1 block -1, CendR NRP1 mod -5, MsrA act -1, TbMetRS inhib 0.3, SUMO1 PPI mod -2, eLon inh -2, LMPTP inh -1.7, MsrA inh -0.8, Scp1 inh 0 and STEP inh -2.
`CCOC(=O)c1cnc2c(C)cc(C)cc2c1NCCCN1CCOCC1` gave DNMT1 block 21, CendR NRP1 mod -20, MsrA act -12, TbMetRS inhib -0.5, SUMO1 PPI mod 7, eLon inh 2, LMPTP inh -0.9, MsrA inh -0.1, Scp1 inh -1 and STEP inh -4.
`Cc1ccc(-c2noc(CN(C)C(=O)Nc3ccc(F)cc3)n2)cc1` gave DNMT1 block 3, CendR NRP1 mod 0, MsrA act -5, TbMetRS inhib -0.2, SUMO1 PPI mod -1, eLon inh 5, LMPTP inh -0.7, MsrA inh 0.1, Scp1 inh -5 and STEP inh 0.
For Cn1c(SCC(=O)Nc2ccc3c(c2)CCC3)nnc1C1CC1 the results were DNMT1 block 5, CendR NRP1 mod 9, MsrA act -2, TbMetRS inhib -0.2, SUMO1 PPI mod 1, eLon inh -2, LMPTP inh -0.2, MsrA inh -1.1, Scp1 inh -4 and STEP inh -4.
Cc1ccc(NC(=O)CN2CCC(NC(=O)c3cccc(F)c3)CC2)cc1C was read as DNMT1 block -1, CendR NRP1 mod 0, MsrA act -2, TbMetRS inhib -1.0, SUMO1 PPI mod 2, eLon inh -10, LMPTP inh -1.5, MsrA inh 1.6, Scp1 inh -1 and STEP inh 1.

Of the compounds above, these contain a nitro group on carbon:
Screening CC(=O)Nc1ccc(Nc2c([N+](=O)[O-])c(=O)n(-c3ccccc3)c3ccccc23)cc1 returned DNMT1 block 6, CendR NRP1 mod -9, MsrA act -3, TbMetRS inhib -0.9, SUMO1 PPI mod -1, eLon inh 3, LMPTP inh 15, MsrA inh 0.2, Scp1 inh -5 and STEP inh -1.
`CCCC(=O)NC(=S)N1CCN(c2ccc([N+](=O)[O-])cc2)CC1` gave DNMT1 block 0, CendR NRP1 mod 6, MsrA act -5, TbMetRS inhib -0.1, SUMO1 PPI mod -24, eLon inh -7, LMPTP inh -1.3, MsrA inh -1.3, Scp1 inh -8 and STEP inh 4.
